Bioassay records (PubChem BioAssay)
CRFR2-BP ag – agonists of CRF-BP/CRF-R2 complex, primary screen, cell-based, HEK293, calcium dye fluorescence, uHTS; calcium dye fluorescence (FLIPR); percent of saturating CRF peptide response; 350,000 tested, 0.46% active; CRF-binding protein / CRF receptor 2 complex (human); AID 588473, 2011; activation, % at 13.2 µM;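 active = activation of at least 50%, plus an integration ratio under a set limit after plate pattern correction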;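 note: plate controls were neutral control wells without compound for no effect and CRF at EC100 for full effect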
M4 PAM – human M4 muscarinic receptor positive allosteric modulators, primary screen, CHO-K1 cells, Fluo-8 calcium fluorescence. Muscarinic acetylcholine receptor M4 (Homo sapiens), P08173. CHO-K1 hM4/Gqi5, ACh EC20; 0% = ACh EC20, 100% = maximal ACh. activation, % at 3 µM. 360,000 tested, 0.4% active;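 active = activation above its plate's cutoff, the mean activation of sample wells plus 3 SD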; note: some results filed as inactive read as strong as hits
Target sequence (P08173 whole entry, looked up): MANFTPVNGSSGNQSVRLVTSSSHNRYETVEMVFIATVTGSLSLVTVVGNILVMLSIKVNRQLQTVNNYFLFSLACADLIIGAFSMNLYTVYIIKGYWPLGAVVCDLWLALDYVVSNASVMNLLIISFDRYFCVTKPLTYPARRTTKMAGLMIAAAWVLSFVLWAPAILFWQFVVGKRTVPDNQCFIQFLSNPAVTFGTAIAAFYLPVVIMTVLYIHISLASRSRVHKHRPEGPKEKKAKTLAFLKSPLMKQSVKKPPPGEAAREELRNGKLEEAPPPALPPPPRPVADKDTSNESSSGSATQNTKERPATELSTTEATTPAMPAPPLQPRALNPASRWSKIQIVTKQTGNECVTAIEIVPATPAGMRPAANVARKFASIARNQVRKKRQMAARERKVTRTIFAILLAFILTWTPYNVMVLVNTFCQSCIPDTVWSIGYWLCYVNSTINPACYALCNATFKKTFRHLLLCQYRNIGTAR
CHRM4 antagonist – human M4 muscarinic receptor antagonists, primary screen, CHO cells, Fluo-8 calcium fluorescence | CHO-hM4 cells, ACh EC80 | 360,000 tested, 0.73% active | inhibition, % at 3 µM;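 active = inhibition above its plate's cutoff, the mean inhibition of sample wells plus 3 SD, cut at about 27% in these data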;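 note: 0% = acetylcholine EC80 with DMSO and 100% = DMSO without agonist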
CHRM5 agonist – human M5 muscarinic receptor agonists, primary screen, CHO-K1 cells, Fluo-8 calcium fluorescence; Muscarinic acetylcholine receptor M5 (Homo sapiens), P08912; 360,000 tested, 0.19% active; CHO-K1 hM5 cells; 0% DMSO wells, 100% maximal acetylcholine response; activation, % at 3 µM;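 active = activation above the run's mean over test compounds plus 3 SD, cut at about 23% in these data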;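 note: signal is peak over basal fluorescence ratio across the kinetic read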
Target sequence (P08912 whole entry, looked up): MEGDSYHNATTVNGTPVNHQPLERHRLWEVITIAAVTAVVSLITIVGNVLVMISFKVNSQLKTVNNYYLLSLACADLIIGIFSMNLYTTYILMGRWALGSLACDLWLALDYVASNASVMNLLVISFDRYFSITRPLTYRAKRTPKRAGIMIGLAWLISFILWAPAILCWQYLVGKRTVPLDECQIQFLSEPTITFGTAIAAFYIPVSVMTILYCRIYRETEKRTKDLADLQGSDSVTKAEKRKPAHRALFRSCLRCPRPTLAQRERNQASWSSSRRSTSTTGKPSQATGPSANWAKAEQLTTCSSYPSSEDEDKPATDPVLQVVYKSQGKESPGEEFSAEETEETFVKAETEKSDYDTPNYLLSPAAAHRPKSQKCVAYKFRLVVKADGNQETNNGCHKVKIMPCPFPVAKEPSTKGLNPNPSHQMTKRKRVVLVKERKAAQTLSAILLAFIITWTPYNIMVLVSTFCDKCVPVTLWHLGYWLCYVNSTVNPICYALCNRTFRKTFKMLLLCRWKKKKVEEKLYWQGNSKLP
CRFBP-R2 block – antagonists of CRF-BP/CRF-R2 complex, primary screen, cell-based, HEK293, calcium dye fluorescence, uHTS. CRF-induced calcium fluorescence. inhibition, % at 11.8 µM. 350,000 tested, 0.59% active. AID 588475, 2011;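 active = inhibition of the ligand-induced calcium signal above about 50% at the single tested concentration, limit read from the data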
M5 PAM – human M5 muscarinic receptor positive allosteric modulators, primary screen, CHO-K1 cells, Fluo-8 calcium fluorescence | Muscarinic acetylcholine receptor M5 (Homo sapiens), P08912 | CHO-K1 hM5, ACh EC20 PAM; 0% = ACh EC20, 100% = ACh EC100 | activation, % at 3 µM | 360,000 tested, 0.3% active | AID 624038, 2012;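 active = activation above the run cutoff, the mean activation of all test compounds plus 3 SD, cut at about 18% in these data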
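Replicates: One well per compound, no replicates | System: Human M5 receptor in CHO-K1 cells | Benchmarks: Low control EC20 acetylcholine (0%), high control EC100 acetylcholine (100%) | Probe or stimulus: Acetylcholine, EC20 level | Times: Fluo-8 loading 80 min at 37 °C plus 30 min room temperature | Signal: Intracellular calcium via Fluo-8 fluorescence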
IDE inh – human IDE inhibitors in live cells, primary screen, fluorescence polarization, HEK cells, FAbetaB substrate; Insulin-degrading enzyme (Homo sapiens), P14735; FAbetaB cleavage; inhibition, % at 5.59 µM; 320,000 tested, 0.41% active;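 active = percent inhibition above the average of all tested compounds plus 3 SD, set per screening campaign, cut at about 16% in these data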;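 note: IDE supplied by intact live HEK cells; FP after avidin binding of uncleaved biotin substrate so inhibition keeps polarization high; 0% = DMSO wells and 100% = 60 µM reference IDE inhibitor Ii1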
M5 antag – human M5 muscarinic receptor antagonists, primary screen, CHO cells, Fluo-8 calcium fluorescence. AID 624040, 2012. CHO-hM5 cells, ACh EC80. Muscarinic acetylcholine receptor M5 (Homo sapiens), P08912. inhibition, % at 3 µM. 360,000 tested, 0.59% active;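 active = inhibition above a per-plate cutoff, the mean of that plate's test compounds plus 3 SD, cut at about 27% in these data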;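 note: 0% = acetylcholine EC80 with DMSO and 100% = DMSO without agonist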
M4 ag – human M4 muscarinic receptor agonists, primary screen, CHO-K1 cells, Fluo-8 calcium fluorescence; Muscarinic acetylcholine receptor M4 (Homo sapiens), P08173; CHO-K1 hM4/Gqi5; vehicle 0%, full acetylcholine response 100%; activation, % at 3 µM; 360,000 tested, 0.14% active;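 active = activation above the run mean over all test wells plus 3 SD, cut at about 32% in these data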;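 note: peak over basal fluorescence ratio per well then scaled between controls; 0% = DMSO wells and 100% = acetylcholine at EC100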
An asterisk follows results filed as active; . = no result given. Random draw from the library; about 2.9% have a hit in one of these screens.

SMILES	CRFR2-BP ag	M4 PAM	CHRM4 antagonist	CHRM5 agonist	CRFBP-R2 block	M5 PAM	IDE inh	M5 antag	M4 ag
COc1cccc(-n2c(=O)c3sccc3n(CC(=O)NC3CCCC3)c2=O)c1	1.0	6	-4	-2	8	-1	-1	14	-1
CCN(CC)c1ccc(C(=O)OCC(=O)Nc2cccc(S(=O)(=O)NC3=NCCCCC3)c2)cc1	-1.2	-8	-4	-7	21	-17	2	13	12
O=C(COC(=O)C1CC1)Nc1cccc(Cl)c1	-2.5	-1	-1	0	-9	-4	.	7	1
CCc1ccc2oc(C(=O)N3CCN(c4ccccc4OC)CC3)cc(=O)c2c1	-2.0	1	-2	-4	13	-8	8	8	8
CCOC(=O)c1cccc(NC(=O)C2CCN(S(=O)(=O)c3cccs3)CC2)c1	-1.3	-11	6	4	-7	-6	7	6	9
Cc1ccc(C(=O)Nn2cnc3scc(-c4cccs4)c3c2=O)c(O)c1	0.6	16	-18	-4	9	-6	8	-2	-1
CCn1c(SCC(=O)O)nnc1-c1cccnc1	0.4	4	-8	2	1	2	5	-12	0
Cc1ccc(CN2C(=O)CCC2(C)c2nnnn2-c2ccc3c(c2)OCCO3)cc1 (stereo unspecified)	.	3	-3	1	.	-7	.	-4	1
Oc1ccccc1CN1CCC(C(O)(c2ccccc2)c2ccccc2)CC1	-4.3	-8	1	-8	-2	-2	2	3	1
Cc1ccc(S(=O)(=O)N(C)C[C@@H]2OCCCC[C@@H](C)Oc3ccc(NS(=O)(=O)c4c(C)noc4C)cc3C(=O)N([C@H](C)CO)C[C@@H]2C)cc1	11	4	-20	-1	-1	7	.	-16	0
COc1cccc2c1OCC/C2=N\NC(=O)COc1ccc(C)cc1	3.1	-5	8	-2	-14	-2	0	5	0
NS(=O)(=O)c1ccc(N/C=C\C(=O)c2ccncc2)cc1	-0.3	7	0	-2	34	1	5	8	2
Cc1csc(SCC(=O)Nc2nc(-c3ccccc3)cs2)n1	-2.7	-4	-3	-5	13	-3	-3	-5	5
CCN(CC)C(=O)c1cccc(-c2csc(C(O)c3ccccc3)n2)c1 (stereo unspecified)	.	-5	-9	8	.	-5	.	0	14
O=C(COC(=O)COc1ccc(Cl)cc1)NC1CCCCCC1	-1.0	8	2	3	9	3	.	-10	2
Cc1cc2ccccc2c(=O)n1CC(=O)NC1CCCCCC1	-0.1	2	-13	-1	10	5	4	3	2
CN(Cc1ccc(Cl)cc1Cl)C(=O)C1CSC2(C)CCC(=O)N12 (stereo unspecified)	-0.4	3	-5	1	-5	-6	.	5	4
CCOC(=O)N(C)c1c(CC)nc2c(OCc3ccc(Cl)cc3)cccn12	.	0	5	-4	.	2	.	-2	-1
CC(OC(=O)CCCN=C1NS(=O)(=O)c2ccccc21)C(=O)Nc1ccc(F)cc1Cl (stereo unspecified)	-0.8	1	4	-1	4	-1	2	6	1
Cc1cc(S(=O)(=O)N2CCC3(CC2)OCCO3)c(C)cc1Cl	-0.9	1	-5	-6	4	-2	0	7	2

4 structures already listed, arranged by length of the SMILES, highest first.
SMILES	CRFR2-BP ag	M4 PAM	CHRM4 antagonist	CHRM5 agonist	CRFBP-R2 block	M5 PAM	IDE inh	M5 antag	M4 ag
CN(Cc1ccc(Cl)cc1Cl)C(=O)C1CSC2(C)CCC(=O)N12 (stereo unspecified)	-0.4	3	-5	1	-5	-6	.	5	4
Cc1cc(S(=O)(=O)N2CCC3(CC2)OCCO3)c(C)cc1Cl	-0.9	1	-5	-6	4	-2	0	7	2
COc1cccc2c1OCC/C2=N\NC(=O)COc1ccc(C)cc1	3.1	-5	8	-2	-14	-2	0	5	0
Cc1csc(SCC(=O)Nc2nc(-c3ccccc3)cs2)n1	-2.7	-4	-3	-5	13	-3	-3	-5	5

(continued)
SMILES	CRFR2-BP ag	M4 PAM	CHRM4 antagonist	CHRM5 agonist	CRFBP-R2 block	M5 PAM	IDE inh	M5 antag	M4 ag
O=C(NCCC1=CCCCC1)C1CCC(CNc2c(N3CCCCC3)c(=O)c2=O)CC1 (stereo unspecified)	-1.1	8	-12	-6	0	2	0	0	0
Cc1cc(C)cc(OCCCC(=O)O)c1	-1.8	-1	-8	1	13	6	7	-7	1
O=C(CCNC(=O)c1ccccc1Cl)Nc1cc(C(F)(F)F)ccc1Cl	0.3	-4	4	-1	5	-5	10	0	2
CSCCC(NC(=O)c1ccc(Cl)cc1Cl)C(=O)N1CCN(C(=O)c2ccccc2)CC1 (stereo unspecified)	-1.0	2	2	-2	7	3	.	7	1
Cc1cc(O)c(/C=N/Nc2ccccc2Cl)c(=O)o1	-1.3	-8	17	0	11	-5	-3	8	0
COC(=O)c1cn(NC(=O)C2CCCCC2)c(=O)c2ccccc12	-0.7	1	-13	-4	30	2	2	-6	0
CCOC(=O)N1CCN(C(=O)c2ccc(N(Cc3ccccc3)S(C)(=O)=O)cc2)CC1	0.9	8	7	1	4	-1	13	-6	0
COCCNC(=O)c1cc2cc(Br)cc(Br)c2oc1=O	-0.4	3	-7	-2	7	3	3	6	2
Cc1cc(NC(=O)C(C)SCC(=O)OC(C)C(=O)Nc2cccc(C#N)c2)no1 (stereo unspecified)	-0.3	8	-6	0	18	-4	-1	-3	4
CCOc1ccc(C(C(=O)NCC2CCCO2)N(Cc2cccs2)C(=O)c2snc(C(N)=O)c2N)cc1 (stereo unspecified)	-0.2	-10	-2	5	-9	-9	2	11	25
CC1(C)NC(=O)N(CC(=O)OCc2cc(=O)n3cc(Br)ccc3n2)C1=O	-0.2	5	-9	-5	6	4	4	8	1
O=C(O)c1cc(S(=O)(=O)NCC2CCCO2)ccc1Cl (stereo unspecified)	-0.8	1	5	-5	-5	6	3	3	0
C#CCOCCOCCOCCNc1nc(N2CCN(C(=O)CCCCCCCCCCNC(=O)[C@H](CO)n3cc(CCCSC)nn3)CC2)nc(N2CCN(C(=O)CCCCCCCCCCNC(=O)[C@H](CCCN=C(N)N)n3cc(C[C@@H](C)CC)nn3)CC2)n1	-0.7	-10	-3	2	12	-1	-2	-2	0
Cc1ccccc1NC(=O)C1CC(=O)N(Cc2ccccc2)C1 (stereo unspecified)	-0.2	-8	8	5	-4	-2	-9	8	0
COc1ccc(-c2nc(CS(=O)CC(=O)NC3CCCCC3C)c(C)o2)cc1 (stereo unspecified)	0.1	1	13	-3	-15	0	6	0	1
Cn1c(SCc2nc(-c3ccc(Cl)cc3)no2)nnc1-c1ccccc1	3.5	0	-7	-1	14	-1	15	5	5
COC(=O)C1C2CC(C(Br)C2Br)C1C(=O)O (stereo unspecified)	-0.7	0	3	-1	-1	-3	.	17	0
Cc1ccc([C@@H]2[C@@H]3C(=O)N(c4ccccc4)C(=O)[C@@H]3[C@]3(C)C(=O)N(CC4CC4)CC(=O)N23)o1	-0.6	11	-2	4	-3	5	2	2	2
CC1(C)CC(=O)C2=C(C1)Oc1ncn(Cc3ccco3)c(=N)c1C2c1ccccc1 (stereo unspecified)	0.1	0	1	-4	-42	1	-1	-2	-2
O=C(NCc1ccncc1)Nc1ccc(F)cc1	-0.4	6	-9	-2	5	6	2	-4	1
CCC(NC(=O)Cn1cnc2c(=O)n(C)c(=O)n(C)c21)c1ccccc1 (stereo unspecified)	1.6	4	-9	-1	2	-1	7	1	1
CCC(c1nnnn1Cc1ccc2c(c1)OCO2)N1CCN(CC)CC1 (stereo unspecified)	0.0	0	7	-6	10	2	2	7	1
CCOc1ccc(OCC)c(S(=O)(=O)n2cnc(C)c2)c1	-1.4	4	12	-5	6	0	7	10	-1
CSCc1c(C(=O)N2CCCc3ccccc32)oc2ccccc12	-1.6	-1	0	0	10	1	3	-3	-2
Cc1ccc(C(=O)N/C(=C/C=C\c2ccccc2)C(=O)NCc2ccco2)cc1	0.5	-7	0	0	6	-3	3	-2	1
CC1(c2ccccc2Cl)NC(=O)N(CC(=O)Nc2ccc3c(c2)OCO3)C1=O (stereo unspecified)	-0.6	-5	-7	3	-4	3	4	1	3
S=c1[nH]nc(-c2ccccc2)n1/N=C/C=C/c1ccco1	-0.7	-1	2	-5	-4	-2	8	4	0
COc1ccc(-n2c(SC)nnc2-c2c[nH]c3ccccc23)cc1	7.3	15	-23	1	21	-1	2	-6	2
O=[N+]([O-])c1ccc(Oc2cnc3ccccc3n2)cc1	-0.3	-5	4	-2	0	-8	1	-1	1
COCC1CCCC1OS(N)(=O)=O (stereo unspecified)	-1.4	11	-2	6	9	9	3	6	0
COc1ccccc1N1CCN(C2CCCN(C(=O)CN3CCCC3=O)C2)CC1 (stereo unspecified)	-1.1	9	7	-5	0	6	.	6	0
CCCC(O)(CCC)C(=O)NN(C(=O)OC)c1ccccc1	-2.1	-3	3	-3	-17	0	5	-5	0
CCc1ccc(OC)c(S(=O)(=O)Nc2ccc(Cc3ccncc3)cc2)c1	1.1	-2	7	3	-14	-12	-1	15	13
CCN(CC(=O)c1c(N)n(C)c(=O)n(C)c1=O)c1cccc2ccccc12	0.0	0	2	-2	28	-3	2	-2	-1
Cc1cc(C(=O)Nc2sc(C)c(C)c2C#N)no1	0.1	3	19	-2	-4	-4	-1	9	2
COc1ccc(C2C(C(=O)Nc3ccccc3OC)=C(C)Nc3ncnn32)cc1 (stereo unspecified)	0.9	5	-10	2	13	2	-7	-1	3
O=C(CN1CCN(c2ccccc2O)CC1)NC(=O)NCc1ccccc1	2.2	1	6	5	-4	2	-1	5	2
CC(=O)c1cc(-c2ccccc2)n(CC(=O)Nc2cccc(C)c2)c1C	-7.0	-12	5	-3	5	-8	-3	12	0
CCCCN(C(=O)c1ccccc1Cl)C(CC(C)C)c1nc2ccccc2[nH]1 (stereo unspecified)	.	-3	-6	-3	.	-7	.	11	3
CC(C)(C)N(Cc1ccccc1)C(=O)CN1C(=O)c2ccccc2C1=O	2.8	-4	4	-3	-21	-5	.	10	0
CCN1CCN(C(CNS(=O)(=O)c2ccccc2)c2cccnc2)CC1 (stereo unspecified)	1.6	5	-13	-3	7	0	7	-10	0
Cc1ccc(C(=O)N/C(=C/c2ccco2)C(=O)NCCc2c[nH]c3ccccc23)cc1C	-0.5	14	7	2	-2	-7	2	1	5
CCOC(=O)c1cc2ccccc2n1C1CCN(CCc2ccccc2)CC1	.	-13	17	4	.	-8	.	5	15
Cc1nnc2n1NC(c1ccc(Cl)cc1)C(C(=O)N(C)C1CCCCC1)S2 (stereo unspecified)	-1.7	17	5	0	25	3	0	2	0
Cc1ccc2cc(C(c3nnnn3C3CCCC3)N3CCN(c4ccc(F)cc4)CC3)c(=O)[nH]c2c1 (stereo unspecified)	-1.1	10	-2	-3	14	0	3	3	1
CC(C)(c1ccccc1)c1ccc(OCCn2cnc3ccccc3c2=O)cc1	4.1	-5	-3	-3	3	-9	-6	2	1
